Screening results (PubChem BioAssay)
HT1080 IDH1KD tx: HT-1080 IDH1 knockdown cell toxicity (counter line); HT-1080 IDH1 knockdown viability, ATP luminescence, 48 h; Potency, µM (highest dose often 46.1 µM), inactives show top-dose activity, negative = toxicity, actives largely listed as cytotoxic; actives 2% (n = 360,000); AID 686971;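 note: potency is the fitted concentration of half-maximal effect; 0% = DMSO wells and -100% = cell-free medium wells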
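Luminescent ATP read-out (CellTiter-Glo, 10 min at room temperature) after 48 h compound exposure at 37 °C gave viability of IDH1-knockdown HT-1080 cells. Activity was normalised to DMSO and cell-free wells, then fitted as concentration-response curves.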
DRD3 agonist: activates the human D3 dopamine receptor. actives 0.58% (n = 410,000). P35462. D3R DiscoveRx beta-arrestin cells, luminescence, 90 min. AID 652048. max activation, %; in the data active = max activation above about 30%; note: 0% is about no effect; mostly tested at two doses, the higher about 12 µM
Target sequence (P35462 whole entry, looked up): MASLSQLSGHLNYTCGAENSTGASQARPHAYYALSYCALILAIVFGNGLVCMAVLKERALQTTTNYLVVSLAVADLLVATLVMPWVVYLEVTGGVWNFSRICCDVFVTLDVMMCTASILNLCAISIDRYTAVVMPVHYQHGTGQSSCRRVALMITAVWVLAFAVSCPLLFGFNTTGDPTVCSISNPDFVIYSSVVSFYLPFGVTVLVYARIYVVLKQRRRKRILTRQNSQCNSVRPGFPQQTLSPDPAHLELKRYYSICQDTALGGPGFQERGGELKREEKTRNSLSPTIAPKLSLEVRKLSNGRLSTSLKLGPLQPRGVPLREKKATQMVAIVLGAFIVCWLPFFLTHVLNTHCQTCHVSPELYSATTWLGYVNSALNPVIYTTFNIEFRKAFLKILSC
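Agonist-mode cell screen: cells plated at 1500/well and incubated overnight at 37 °C, then exposed to library compounds for 90 min at 37 °C. Detection reagent was added for 30–60 min at room temperature, and luminescence was read.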
D3 antag: D3 dopamine receptor (human) antagonism; P35462; D3R cells, DiscoveRx beta-arrestin luminescence, antagonist mode; stronger effect = lower value; max response, negative = inhibition, %; actives 2.5% (n = 360,000); AID 652054; in the data active = max response below about -50%; inconclusive = no clear call, values can overlap the other calls; note: % is set by controls: 0 for no effect and ±100 for the full control effect; mostly tested at two doses, the higher about 12 µM
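Cells expressing the human receptor were seeded at 1500 cells/well, incubated overnight at 37 degrees C in 5% CO2, then exposed to library compounds with dopamine controls for 90 minutes at 37 degrees C before luminescent detection.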
KB-V1 cytotox: KB-V1 MDR subline cytotoxicity; Potency, µM (highest dose often 46.1 µM), inactives show at the top dose activity change, negative = cytotoxicity, usual class: cytotoxic; AID 1347076; actives 3.4% (n = 400,000); KB-V1 MDR cells viability, CellTiter-Glo, 72 h; note: potency is the fitted concentration of half-maximal effect; % is set by controls: 0 for no effect and ±100 for the full control effect; nearly all actives have a fitted effect of over 60% in size
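In this primary screen, KB-V1 cells overexpressing P-gp are incubated with library compounds (lowest to highest concentration) for 72 h at 37 degrees C before a luminescent ATP viability read.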
HT1080-NT tox: kills 2HG-producing HT-1080-NT fibrosarcoma cells; HT-1080-NT fibrosarcoma viability, CellTiter-Glo ATP luminescence, 48 h; actives 1.6% (n = 360,000); Potency, µM (series often up to 46.1 µM), for the others: at the top dose activity, negative = less viability, most hits filed as cytotoxic;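 note: NT is the 2HG producing partner of a matched IDH1 knockdown line; potency is the fitted concentration of half-maximal effect; 0% = DMSO-treated cells and -100% = media-only wells without cells; nearly all actives have a fitted effect of over 55% in size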
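Fibrosarcoma NT cells, 750 per well in 5% FBS RPMI, were exposed to compound for 48 hours. Viability: CellTiter-Glo luminescence.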
SW480 rereplic: DNA re-replication induction in SW480 cells; actives 1.8% (n = 340,000); SW480 DNA re-replication, Hoechst DNA content imaging, 48 h; Potency, µM (series often up to 46.1 µM), for the others: at the highest dose re-replication activation, usual class: activators; note: potency is the fitted concentration of half-maximal effect; % of control where 0% means no effect; nearly all actives have a fitted effect of over 55% in size
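Hoechst fluorescence of nuclei (405 nm excitation, 500-530 nm emission) measured by plate-scanning imager after 48 hr compound exposure at 37 C; re-replication scored as increased number of nuclei with elevated intensity.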
KB-3-1 cytotox: kills parental KB-3-1 adenocarcinoma cells; KB-3-1 viability, CellTiter-Glo ATP luminescence, 72 h; Potency, µM (top dose mostly 46.1 µM), for inactives: top-dose activity change, negative = cytotoxic, most hits filed as cytotoxic; actives 1.4% (n = 400,000); AID 1347075; note: potency is the fitted concentration of half-maximal effect; % is set by controls: 0 for no effect and ±100 for the full control effect; nearly all actives have a fitted effect of over 60% in size
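Cells are dispensed, compounds pinned in, plates held at 37 °C for 72 h, then CellTiter-Glo is added and luminescence read after 10 minutes. Cell line: parental KB-3-1 in phenol-red-free DMEM, 10% FBS.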
GLP1R ag: GLP-1 receptor (human) agonism | Potency, µM (series often up to 45.6 µM), for the others: at the highest dose activation, actives largely listed as activators | P43220 | actives 0.007% (n = 380,000) | HEK293 GLP-1R CRE-luciferase, luminescence, 4-6 h; cells express a hypersensitive GLP-1R form; note: potency is the fitted concentration of half-maximal effect; % of control where 0% means no effect
Target sequence (P43220 whole entry, looked up): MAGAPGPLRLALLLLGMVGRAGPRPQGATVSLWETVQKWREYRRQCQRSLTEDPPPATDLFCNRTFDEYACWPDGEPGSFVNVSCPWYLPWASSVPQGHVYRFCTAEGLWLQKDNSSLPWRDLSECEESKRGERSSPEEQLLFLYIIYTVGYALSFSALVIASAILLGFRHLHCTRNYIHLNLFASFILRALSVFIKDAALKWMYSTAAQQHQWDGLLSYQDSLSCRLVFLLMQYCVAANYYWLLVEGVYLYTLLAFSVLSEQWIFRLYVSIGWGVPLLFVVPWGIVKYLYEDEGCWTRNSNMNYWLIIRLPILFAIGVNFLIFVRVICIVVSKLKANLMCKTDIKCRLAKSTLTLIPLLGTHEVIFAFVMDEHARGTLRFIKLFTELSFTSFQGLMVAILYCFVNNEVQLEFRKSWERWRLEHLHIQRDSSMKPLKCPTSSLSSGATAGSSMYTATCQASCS
IL-1B inflam inh: blocks inflammasome-driven IL-1 beta release. actives 4.7% (n = 360,000). THP-1 LPS/ATP IL-1B secretion, AlphaLISA, 16 h; stronger effect = lower value. activity change, % at 57.5 µM. AID 743279; in the data active = activity change below about -50%; inconclusive = mostly about -30% to -49%; note: % is set by controls: 0 for no effect and ±100 for the full control effect
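Secreted IL-1B measured by AlphaLISA bead assay after 16 h compound exposure of THP-1 cells; compounds (final up to 57.5 uM) added 1 h before LPS (250 ng/mL) and ATP (1.25 mM) stimulation; lower signal means less secretion.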
Starred values were filed as active, the others as inactive; ? = inconclusive; nt = no result given; [ ] = remark or other dose. Unless noted, calls come from the whole dose curve; as a rule, active = well fitted curve in the direction sought with a large enough effect; inconclusive = small, poorly fitted or top-dose-only effect, or another doubt; inactive = no such curve, though single readings can be large; an effect the other way counts as inactive or inconclusive.

no.	SMILES	DRD3 agonist	HT1080 IDH1KD tx	KB-3-1 cytotox	GLP1R ag	HT1080-NT tox	KB-V1 cytotox	D3 antag	IL-1B inflam inh	SW480 rereplic
1	Cc1n[nH]c(=O)n1-c1ccc(C(C)(C)C)cc1	8	0%	0%	3%	6%	-11%	12	30	3%
2	CC(/C=N/NC(=O)c1cccnc1)=C\c1ccco1	-20	8%	3%	4%	-1%	-22%	-23	-2	?
3	O=C(O)CC(C(=O)Nc1ccc(Cl)cc1)N1CCCCCC1 (configuration not stated)	-7	3%	0%	0%	-1%	0%	1	-8	7%
4	COc1ccc(S(=O)(=O)N(CC(=O)NCC2CCCO2)c2ccc(Cl)cc2)cc1 (configuration not stated)	-9	-3%	-11%	5%	-4%	0%	0	?	11%
5	CCNc1ccccc1C(=O)O	-2	0%	12%	-5%	-8%	9%	-6	20	-3%
6	CC1CCCN(C(=O)c2cccc(S(=O)(=O)Nc3cc(C(F)(F)F)ccc3Cl)c2)C1 (configuration not stated)	3	21%	-43%	-11%	-3%	18µM*	9	0	-101%[inhibitor]
7	O=C(C1=C(O)C(=O)N(CCN2CCOCC2)C1c1cccc(Br)c1)c1cc2ccccc2o1 (configuration not stated)	-6	2%	2%	0%	1%	9%	-11	19	-8%
8	C[C@@H](CN1C2=NC[C@H](C)N2C[C@H]1Cc1ccc(O)cc1)NC(=O)CCC1CCCCC1	-84	-13%	10%	10%	1%	-16%	-66*	-17	-9%
9	CC(=O)N1CCN(c2ccc(NC(=O)c3ccc([N+](=O)[O-])o3)cc2Cl)CC1	-3	6.5µM*	?	9%	3.3µM*	?	-18	-102*	?
10	COc1cc(CNCc2cccs2)ccc1OCC(N)=O	-10	22%	-4%	0%	16%	-13%	-18	22	1%
11	O=C(CC1C(=O)NCCN1Cc1c(F)cccc1Cl)NCCC1=CCCCC1 (configuration not stated)	2	-2%	-8%	11%	0%	30%	-20	-18	15%
12	COc1ccc(/C=C2\CCc3ccccc3C2=O)cc1Cn1nc(C)cc1C	1	?	?	1%	?	18µM*	-79*	-51*	?

Part of the list above in order of length of the SMILES, lowest first:
no.	SMILES	DRD3 agonist	HT1080 IDH1KD tx	KB-3-1 cytotox	GLP1R ag	HT1080-NT tox	KB-V1 cytotox	D3 antag	IL-1B inflam inh	SW480 rereplic
10	COc1cc(CNCc2cccs2)ccc1OCC(N)=O	-10	22%	-4%	0%	16%	-13%	-18	22	1%
2	CC(/C=N/NC(=O)c1cccnc1)=C\c1ccco1	-20	8%	3%	4%	-1%	-22%	-23	-2	?
1	Cc1n[nH]c(=O)n1-c1ccc(C(C)(C)C)cc1	8	0%	0%	3%	6%	-11%	12	30	3%
3	O=C(O)CC(C(=O)Nc1ccc(Cl)cc1)N1CCCCCC1 (configuration not stated)	-7	3%	0%	0%	-1%	0%	1	-8	7%
12	COc1ccc(/C=C2\CCc3ccccc3C2=O)cc1Cn1nc(C)cc1C	1	?	?	1%	?	18µM*	-79*	-51*	?
9	CC(=O)N1CCN(c2ccc(NC(=O)c3ccc([N+](=O)[O-])o3)cc2Cl)CC1	-3	6.5µM*	?	9%	3.3µM*	?	-18	-102*	?
7	O=C(C1=C(O)C(=O)N(CCN2CCOCC2)C1c1cccc(Br)c1)c1cc2ccccc2o1 (configuration not stated)	-6	2%	2%	0%	1%	9%	-11	19	-8%
8	C[C@@H](CN1C2=NC[C@H](C)N2C[C@H]1Cc1ccc(O)cc1)NC(=O)CCC1CCCCC1	-84	-13%	10%	10%	1%	-16%	-66*	-17	-9%

The listing continues:
no.	SMILES	DRD3 agonist	HT1080 IDH1KD tx	KB-3-1 cytotox	GLP1R ag	HT1080-NT tox	KB-V1 cytotox	D3 antag	IL-1B inflam inh	SW480 rereplic
13	COc1ccc(CSc2n[nH]c(=O)[nH]c2=O)cc1	-5	-16%	-2%	-3%	-5%	18%	-25	21	nt
14	O=C(NCc1cccnc1)C1C2C=CC(C2)C1C(=O)Nc1cccc(C(F)(F)F)c1 (configuration not stated)	1	6%	7%	4%	12%	25%	1	34	nt
15	O=c1[nH]c(CN2CCN(S(=O)(=O)c3ccc(Cl)cc3)CC2)nc2cc(Cl)ccc12	-1	0%	-11%	-10%	-14%	-3%	-4	18	-3%
16	Cn1c(SCC(=O)NC(=O)c2cccc([N+](=O)[O-])c2)nnc1-c1ccc(F)cc1	-4	-3%	6%	0%	8%	-17%	-27	18	-4%
17	c1ccc(OC2CCCCC2N2CCOCC2)cc1 (configuration not stated)	5	12%	3%	-1%	-1%	9%	5	-6	nt
18	COc1ccc(-c2nc(N3CCN(C)CC3)sc2-c2ccc(OC)cc2)cc1	-20	?	-1%	9%	-17%	-8%	6	-20	?
19	C/C(=N\NC(=O)C(C)n1nc(C)c([N+](=O)[O-])c1C)c1ccccc1O (configuration not stated)	-21	9.2µM*	?	1%	?	2.3µM*	6	49	4.6µM*
20	Cc1cc(C)n(C(=O)c2ccc(C)c(Br)c2)n1	-3	1%	0%	5%	0%	-3%	-6	24	-5%
21	COc1ccc(C)cc1NC(=O)c1nnn(Cc2cccc(F)c2)c1N	-2	4.1µM*	?	7%	?	1%	?	-4	20%
22	Cc1c(C(=O)NCCN2CCCC(O)C2)oc2c(F)cccc12 (configuration not stated)	-17	1%	0%	4%	-1%	-5%	-7	?	3%
23	COc1ccc(CNC(=O)c2ccc(NC(=O)N3CCCCc4ccccc43)cc2)cc1	-13	nt	15%	1%	nt	-4%	nt	nt	nt
24	CCOc1ccc(NC(=O)c2cc(S(=O)(=O)N3CCCCCC3)cn2C)cc1	5	nt	1%	1%	nt	0%	nt	nt	nt

Next part.
no.	SMILES	DRD3 agonist	HT1080 IDH1KD tx	KB-3-1 cytotox	GLP1R ag	HT1080-NT tox	KB-V1 cytotox	D3 antag	IL-1B inflam inh	SW480 rereplic
25	Nc1ccc(C(=O)Nc2nc3ccccc3s2)cc1	5	-4%	-1%	-1%	0%	-1%	4	-27	2%
26	O=C(Nc1ccc(Cl)cc1)NC1CCCCNC1=O (configuration not stated)	1	28%	9%	11%	18%	22%	-8	-17	5%
27	C=CCn1c(C)cc(C(=O)COc2nncc3ccccc23)c1C	-7	-2%	-3%	6%	-6%	-28%	5	-4	-3%
28	COc1ccc(OCCNc2cc(Cl)ccc2[N+](=O)[O-])cc1	-6	0%	17%	4%	6%	-4%	-12	0	?
29	COc1cccc(NC(=S)NCc2ccccc2)c1	3	11%	3%	0%	5%	2%	8	-3	-17%
30	Cc1cc(C(O)c2ncc(-c3ccccc3)[nH]2)ccc1F (configuration not stated)	-16	-5%	0%	-5%	-6%	0%	0	23	nt
31	C/C(=N\NC(=O)c1nnn(-c2nonc2N)c1CSc1ccc(Cl)cc1)c1cccnc1	0	16%	10%	-4%	7%	-4%	21	9	12%
32	CC(=O)N1CCN(CC(=O)c2ccc(Br)cc2)CC1	-4	-4%	7%	-1%	-10%	-4%	12	27	18%
33	Cn1c(N)c(C(=O)COC(=O)c2ccccc2C(F)(F)F)c(=O)n(C)c1=O	-10	0%	nt	11%	0%	nt	-21	-2	-9%
34	Cc1cc(C)c(OCC(=O)NCC2CCCO2)c(C)c1 (configuration not stated)	0	-9%	11%	4%	2%	-7%	11	-5	0%
35	Cn1c2c(c(=O)n(C)c1=O)C(c1ccc(O)cc1)Nc1ccccc1O2 (configuration not stated)	4	1%	0%	12%	0%	3%	-9	8	1%
36	Cc1ccc(Sc2ccc(C(=O)NC(C)C)cc2[N+](=O)[O-])cc1	-8	-15%	-11%	-3%	-11%	0%	-8	0	14%

(continued)
no.	SMILES	DRD3 agonist	HT1080 IDH1KD tx	KB-3-1 cytotox	GLP1R ag	HT1080-NT tox	KB-V1 cytotox	D3 antag	IL-1B inflam inh	SW480 rereplic
37	CCc1sc(C(=O)Nc2ccc(F)cc2C)cc1C	3	16%	12%	-6%	16%	-10%	-7	-23	nt
38	CC1CCN(c2ccc(-c3ccc(NC(=O)C(F)(F)F)cc3)nn2)CC1	-5	?	-22%	-3%	?	-16%	-28	-24	?
39	Cc1ccc(S(=O)(=O)N2CCN(C(=O)CC(C)(C)C)CC2)cc1	9	4%	-14%	10%	1%	-22%	17	24	-19%
40	CCN1CCN(C(=O)c2ccc(CN(c3ccccc3)S(=O)(=O)c3ccccc3)cc2)CC1	-10	7%	-1%	8%	7%	5%	-9	-1	0%
41	COc1cc(C2c3cc4c(cc3C(OC3OC5COC(c6cccs6)OC5C(O)C3O)C3COC(=O)C23)OCO4)cc(OC)c1O (configuration not stated)	-9	?	4.1µM*	-3%	?	-17%	4	15	?
42	CCN(CC(=O)NC1CCS(=O)(=O)C1)S(=O)(=O)c1ccc(Cl)cc1C(F)(F)F (configuration not stated)	-8	4%	-10%	-12%	0%	0%	-6	6	-9%
43	CC(C)OC(=O)c1ccc(NC(=O)Cn2c(-c3nonc3N)nc3ccccc32)cc1	-5	?	-3%	-12%	?	17%	8	9	2%
44	CC(C)N(CC(N)=O)c1ncnc2sc(-c3ccccc3)cc12	-13	-11%	-25%	11%	-14%	?	3	nt	-3%
45	CC(C)(C)c1csc(N/N=C/c2ccc(O)cc2)n1	-1	-7%	-22%	7%	-6%	2%	5	?	-7%
46	CC(=O)Nc1ccc(NC(=O)C2c3ccccc3Oc3ccccc32)cc1	3	6%	-10%	-1%	11%	0%	0	-3	0%
47	O=[N+]([O-])c1cc(Cl)cc(/C=N\Nc2ccccn2)c1O	-34	?	?	-27%	?	-8%	-106*	126	3.7µM*
48	c1ccc(-n2c(SCC3CCCCO3)nnc2-c2cccs2)cc1 (configuration not stated)	-10	-7%	0%	1%	-11%	?	0	-11	-24%
49	NC(=O)CN1CCN(c2nc(-c3ccc(F)cc3)cs2)CC1	4	9%	-11%	9%	8%	-1%	13	-23	-57%
